L929 necroptosis – inhibitors of zVAD-triggered necroptosis, primary screen, L929 cells; L929 zVAD necroptosis rescue, ATP luminescence, 24 h; with zVAD 60 µM; viability rescue, % at 10 µM; 0.38% of 220,000 active;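 active = activation, scaled between plate controls, above about 75%, limit read from the data; inactive = activation under that limit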;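 note: 0% = zVAD with DMSO and 100% = DMSO alone without zVAD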
Hck Nef HTS – inhibitors of Nef-activated human Hck kinase, primary screen, biochemical, Z-Lyte FRET, 384-well, Hck-YEEI | Recombinant Hck-YEEI plus Nef, Z-Lyte FRET kinase assay | 0.68% of 220,000 active | AID 463187, 2010 | inhibition, % at 20 µM;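 active = Hck-Nef kinase inhibition above about 50%, limit read from the data; inactive = inhibition below that limit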;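 note: 0% = DMSO with Hck plus Nef and 100% = Hck alone without Nef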
Target sequence (P08631 whole entry, looked up): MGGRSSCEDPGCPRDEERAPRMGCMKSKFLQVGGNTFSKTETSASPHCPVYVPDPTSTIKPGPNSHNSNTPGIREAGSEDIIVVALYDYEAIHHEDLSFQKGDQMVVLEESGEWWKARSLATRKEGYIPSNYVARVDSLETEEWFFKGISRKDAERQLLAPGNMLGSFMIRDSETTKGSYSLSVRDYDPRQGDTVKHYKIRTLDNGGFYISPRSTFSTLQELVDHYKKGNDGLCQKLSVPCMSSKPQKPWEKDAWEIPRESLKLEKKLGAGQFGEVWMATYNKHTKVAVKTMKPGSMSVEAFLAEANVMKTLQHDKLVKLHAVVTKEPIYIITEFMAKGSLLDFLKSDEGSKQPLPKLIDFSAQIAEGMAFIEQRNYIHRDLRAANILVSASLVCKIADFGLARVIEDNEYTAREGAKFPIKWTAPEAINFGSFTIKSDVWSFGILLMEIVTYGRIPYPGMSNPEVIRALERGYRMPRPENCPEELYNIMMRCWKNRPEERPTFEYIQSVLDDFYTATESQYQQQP
eIF4E-4G inh – eIF4E–eIF4G protein interaction inhibitors, primary screen, biochemical, uHTS, TR-FRET, eIF4GI fragment | 0.37% of 220,000 active | Eukaryotic translation initiation factor 4E (Mus musculus) + Eukaryotic translation … | TR-FRET eIF4E-eIF4GI(517-606) binding, 2 h | inhibition, % at 21.7 µM;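 active = inhibition above about 30%, limit read from the data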;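 note: 0% = full FRET control wells and 100% = background wells lacking eIF4GI fragment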
Rad51 HR inh – human RAD51 strand exchange inhibitors, primary screen, biochemical, fluorescence | hRad51 DNA strand exchange, fluorescence dequenching | inhibition, % at 10 µM | 0.085% of 200,000 active;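 active = inhibition above 40% at the single screening dose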;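 note: 0% = DMSO control wells and 100% = blanks with heterologous ssDNA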
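material = hRad51 filaments on single-stranded DNA | reagent = Donor/quencher-labelled 47-bp dsDNA substrate | compound = 10 µM final, single point | schedule = strand-exchange reaction 15 min at room temperature | measured by = fluorescein emission 520 nm, excitation 485 nm | read-out basis = % inhibition versus plate control and blank means | benchmarks = plate controls and plate blanks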
EP2 modulator – EP2 receptor modulators, cAMP readout, primary screen, cell-based, HTRF cAMP, PGE2 stimulation. 0.83% of 260,000 active. induction, % at 25 µM. EP2-expressing cells, cAMP HTRF FRET, PGE2 co-stimulation. Prostaglandin E2 receptor EP2 subtype (Homo sapiens), P43116;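 active = compounds whose cAMP rise, as percent of the full-agonist control response, exceeds 60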;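 note: rat C6 glioma line stably carrying human EP2 under a CMV promoter; the protocol text gives 20 µM as final concentration; 100% = response of wells given 1 µM PGE2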
Target sequence (P43116 whole entry, looked up): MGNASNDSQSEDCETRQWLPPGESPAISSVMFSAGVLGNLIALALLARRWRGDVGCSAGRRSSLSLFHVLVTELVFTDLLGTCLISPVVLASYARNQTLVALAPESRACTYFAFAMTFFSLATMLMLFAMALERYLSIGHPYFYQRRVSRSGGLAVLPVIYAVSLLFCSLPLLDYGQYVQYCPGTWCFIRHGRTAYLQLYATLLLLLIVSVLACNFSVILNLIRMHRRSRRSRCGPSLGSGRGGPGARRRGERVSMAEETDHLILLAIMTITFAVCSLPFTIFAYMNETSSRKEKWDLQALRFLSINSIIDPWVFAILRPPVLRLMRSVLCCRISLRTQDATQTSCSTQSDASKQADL
14-3-3 Bad inh – inhibitors of 14-3-3 zeta/Bad binding, primary screen, biochemical, TR-FRET, bovine 14-3-3 zeta | AID 781, 2007 | 0.71% of 220,000 active | inhibition, % at 21.7 µM | TR-FRET 14-3-3zeta/Dy647-pBad peptide displacement, 1 h;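 active = inhibition above about 70%, limit read from the data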;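 note: 0% = full 14-3-3 plus peptide FRET controls and 100% = background without 14-3-3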
Calpain2 inh – inhibitors of pig calpain II, primary screen, biochemical, fluorogenic peptide substrate, 1536-well; purified calpain II, 30 min; inhibition, % at 16 µM; 0.37% of 220,000 active; AID 1236, 2008;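 active = inhibition above about 50%, limit read from the data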
PGE2 EP2 inh – human EP2 receptor antagonists, primary screen, TR-FRET cAMP, C6 glioma cells. inhibition, % at 25 µM. 0.52% of 260,000 active. Prostaglandin E2 receptor EP2 subtype (Homo sapiens), P43116. AID 1422, 2008. C6 glioma cells expressing human EP2; cells stimulated with saturating PGE2;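 active = percent inhibition above 40 after rounding to a whole number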;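 note: rat C6 glioma host cells with rolipram phosphodiesterase inhibitor present; the protocol text gives 20 µM as final concentration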
Tb hexokinase – Trypanosoma brucei hexokinase 1 inhibitors, primary screen, biochemical, G6PDH-coupled NADH absorbance, MLSCN library | AID 1430, 2008 | recombinant TbHK1, G6PDH-coupled NADH A340 | inhibition, % at 10 µM | 0.11% of 220,000 active;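 active = inhibition of 50% or more in the single-dose primary screen; inactive = inhibition below 50%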
* marks the source's active call; other numbers are inactive results; i = inactive; / = not tested or not shown; & = joins results of further samples; [ ] = dose if it differs, or a comment.

Every second line gives: L929 necroptosis | Hck Nef HTS | eIF4E-4G inh | Rad51 HR inh | EP2 modulator | 14-3-3 Bad inh | Calpain2 inh | PGE2 EP2 inh | Tb hexokinase
1. Cc1ccc(OCC(=O)N2CCCc3ccccc32)cc1
  -0.1 | -3 | -3 | 1 | -12 | -4 | 0 | 12 | 11
2. Cc1ccc2cc(CCNC(=O)C(=O)c3c[nH]c4ccccc34)c(=O)[nH]c2c1
  -0.1 | -1 | 1 | 35 | -56 | -2 | -74 | 4 | -10
3. Cc1ccc(C)c(OCCOCCN2CC(C)OC(C)C2)c1C (stereo not drawn)
  0.2 | 0 | 2[fluorescence artefact?] | 2 | 3 | 61[fluorescence artefact?] | -13 | 7 | -9
4. C/C(CCC(C)C)=N\NC(=S)Nc1cc(S(=O)(=O)N2CCOCC2)ccc1N1CCOCC1
  0.4 | 23 | -3 | 13 | 40 | -37 | -20 | 4 | -6
5. O=C(NCCCO)c1ccc2nc(-c3ccco3)c(-c3ccco3)nc2c1
  4.2 | 30 | 6 | 2 | -28&-13 | 10 | -169 | 9&5 | -4
6. S=c1[nH]nc(-c2ccccn2)n1/N=C/c1ccc(Cl)cc1
  0.1 | 5 | -1 | 1 | 3 | -9 | 5 | 10 | -18
7. Cc1sc(=NC(=O)c2ccco2)n(C)c1-c1ccc(Cl)cc1
  0.1 | 0 | 2 | 2 | -4 | 1 | 9 | 4 | -28
8. Cn1c(N)c(Sc2ccc(F)cc2)c(=O)n(C)c1=O
  3.0 | 22 | 4 | 6 | 6 | -15 | -5 | 1 | -2
9. Cc1nn(-c2ccccc2)c(Cl)c1C(=O)NC1CCCCC1
  0.9 | 23 | -1 | 15 | -5 | -4 | -10 | 8 | 0
10. CC(C)CC(c1nnnn1CC1CCCO1)N1CCN(C2CCCC2)CC1 (stereo not drawn)
  -0.3 | -7 | 1 | 5 | 20 | 7 | 11 | 7 | 0
11. COc1ccc(S(=O)(=O)n2nc(OC(=O)C3CCCCC3)cc2N)cc1
  0.8 | 2 | 7 | -1 | 48 | 15 | -10 | 8 | -2
12. CCCCOc1ccc(C(=O)N/C(=C/c2cccc([N+](=O)[O-])c2)C(=O)O)cc1
  6.4 | 6 | 1 | -1 | 10 | -1 | 5 | 7 | -5
13. CC1CN(CC(=O)NN=C(c2ccccc2)c2ccccc2)CC(C)O1 (stereo not drawn)
  -0.1 | 2 | 4 | / | 5 | 1 | -13 | 6 | -15
14. CCCCn1c(Oc2ccc(C(=O)OC)cc2)nc2c1c(=O)n(C)c(=O)n2C
  -0.7 | -5 | -2[fluorescence artefact?] | -5 | 46 | -6 | 27 | 14 | 2
15. Cc1ccccc1C(=O)c1c[nH]c(C(=O)N=CN(C)C)c1
  11 | 15 | 0 | 2 | -39 | 6 | 30 | 8 | -4
16. O=C(NCC1COc2ccccc2O1)C1CCN(S(=O)(=O)c2cccc3nsnc23)CC1 (stereo not drawn)
  -0.1 | 0 | 9 | 6 | -23 | 85* | 21 | 11 | 19
17. CCN(CC)S(=O)(=O)c1ccc2c(c1)c(=O)c(C(=O)NCCN(C)CCc1ccccc1)cn2C
  -0.8 | -1 | 4 | -4 | 0 | 1 | -32 | 6 | -6
18. COc1ccc(C(=O)N2CCOCC2)cc1Br
  0.1 | 1 | -2 | -4 | 28 | -5 | 16 | 9 | 2
19. CC(C)CNC(=O)C(=O)N/N=C/c1cccs1
  0.7 | 0 | 3 | -8 | 36 | 8 | -2 | 6 | -32
20. CC(C)C(NCc1c(Cl)cccc1Cl)C(=O)O (stereo not drawn)
  0.4 | 1 | 5 | 5 | -20 | 7[fluorescence artefact?] | -34 | 4 | 0
21. O=C(Cn1c(S(=O)(=O)Cc2ccccc2)nc2ccccc21)N1CCCCC1
  -1.3 | 4 | 2 | -3 | 6 | 2 | -14 | 9 | -6
22. CCCSc1nnc2n(-c3ccccc3OC)c(=O)c3c4c(sc3n12)CCC4
  -1.6 | -8 | 2[fluorescence artefact?] | 5 | 35 | 2 | -17 | 8 | 1
23. CO/N=C/C(C#N)=C/c1ccc(OC)cc1
  -2.7 | 15 | 3 | -5 | -26 | 1 | 25 | 8 | -41
24. CCn1c(Cc2c(C)[nH]c3ccccc23)nnc1SCC(=O)NCc1ccccc1
  0.1 | -1 | 0 | -10 | -4 | 0 | -12 | 8 | 1
25. CCOC(=O)C1=C(C)N(C)C(C)=C(C(=O)OCC)C1c1ccccn1
  0.5 | 6 | 4 | -3 | 15 | -4 | -1 | 9 | -12
26. O=C(CCCCCn1c(=S)[nH]c2cc3c(cc2c1=O)OCO3)N1CCN(C(=O)c2ccco2)CC1
  0.7 | 2 | 4 | -2 | 12 | -12[fluorescence artefact?] | -21 | 3 | -1
27. CC1CN(S(=O)(=O)c2ccc(C(=O)Nc3nnc(-c4ccccn4)o3)cc2)CC(C)O1 (stereo not drawn)
  0.6 | 1 | -1 | 28 | 20 | -17 | -14 | 10 | -23
28. COC(=O)CSc1nsc(SCC(=O)OC)c1C#N
  -0.1 | 2 | -3[fluorescence artefact?] | 3 | 28 | 2[fluorescence artefact?] | 4 | 13 | -5
29. COc1cc([N+](=O)[O-])ccc1NC(=O)CCCOc1cccc(C)c1C
  0.8 | 1 | -13 | 1 | -11 | -4 | 23 | 5 | 1
30. COc1cc(/C=N/Nc2cc(C)nc(NS(=O)(=O)c3ccccc3)n2)ccc1O
  -0.6 | 6 | -2 | 6 | -13 | 1 | 6 | 4 | -83

Reprinted from the entries so far (3 entries):
Every second line gives: L929 necroptosis | Hck Nef HTS | eIF4E-4G inh | Rad51 HR inh | EP2 modulator | 14-3-3 Bad inh | Calpain2 inh | PGE2 EP2 inh | Tb hexokinase
15. Cc1ccccc1C(=O)c1c[nH]c(C(=O)N=CN(C)C)c1
  11 | 15 | 0 | 2 | -39 | 6 | 30 | 8 | -4
16. O=C(NCC1COc2ccccc2O1)C1CCN(S(=O)(=O)c2cccc3nsnc23)CC1 (stereo not drawn)
  -0.1 | 0 | 9 | 6 | -23 | 85* | 21 | 11 | 19
17. CCN(CC)S(=O)(=O)c1ccc2c(c1)c(=O)c(C(=O)NCCN(C)CCc1ccccc1)cn2C
  -0.8 | -1 | 4 | -4 | 0 | 1 | -32 | 6 | -6

Other structures follow:
Every second line gives: L929 necroptosis | Hck Nef HTS | eIF4E-4G inh | Rad51 HR inh | EP2 modulator | 14-3-3 Bad inh | Calpain2 inh | PGE2 EP2 inh | Tb hexokinase
31. O=C(Nc1ccc(Cc2ccncc2)cc1)c1ccc(N2CCOCC2)c([N+](=O)[O-])c1
  68 | 30 | 2 | -1 | -71 | -6 | 14 | 11 | -6
32. O=c1[nH]ncn1-c1cccc(C(F)(F)F)c1
  0.7 | -3 | -5 | -2 | 7 | -3[fluorescence artefact?] | 7 | 6 | 9
33. COc1cccc2c(=O)n(CC(=O)Nc3ccccc3)ccc12
  1.8 | 2 | 5 | 4 | 0 | 12 | 21 | 9 | -15
34. Cc1c(NC(=O)COC(=O)C2(c3ccc(F)cc3)CCCC2)c(=O)n(-c2ccccc2)n1C
  0.5 | 0 | -1 | 1 | -6 | -1 | 12 | 6 | 0
35. Cc1cc(OCCCC(=O)NC2=NCCS2)ccc1Cl
  1.0 | 0 | 2 | 4 | -8 | -5 | -6 | 0 | -3
36. O=C(O)c1cc(-c2ccc3c(c2)OCO3)nc2ccccc12
  2.2 | -5 | 2 | -1 | 5 | 21 | -26 | 17 | -12
37. CCc1cc2c(=O)n(CC)c(SC(C)C(=O)Nc3c(C)n(C)n(-c4ccccc4)c3=O)nc2s1 (stereo not drawn)
  0.5 | 1 | 6 | 11 | 20 | 15 | -14 | 10 | -15
38. Cc1c(C(=O)Nc2cccc3cccnc23)oc2ccccc12
  0.5 | 1 | -13 | 2 | 65* | -8 | -116 | 8 | -13
39. Cc1c(CCC(=O)O)c(=O)oc2cc3oc4c(c3cc12)CCCC4
  0.7 | 22 | -2 | -4 | 38 | 1 | -56 | 7 | -6
40. CS(=O)(=O)Nc1ccccc1C(=O)c1ccccc1
  0.3 | -1 | -6 | -5 | 16 | 5 | -20 | 8 | -4
41. OC(c1cc(C(F)(F)F)nc2c(Cl)cc(Cl)cc12)C1CCCCN1 (stereo not drawn)
  11 | 13 | 10 | -9 | -7 | -2 | 9 | 1 | -2
42. CCCCNC(=O)CN(c1ccc(Cl)c(Cl)c1)S(C)(=O)=O
  -0.1 | 3 | 2 | / | 17 | 1 | 5 | 13 | 4
43. Cc1nn2c(NCC(C)C)c3c(nc2c1-c1ccccc1)CCC3
  0.3 | 1 | -3 | i | 25 | 5 | -232 | 11 | -7
44. CC(C)/C(=N\NC(=O)Nc1ccccc1)c1ccccc1
  -0.2 | -3 | -2 | -1 | -7 | 2 | 18 | 2 | 3
45. Nn1c(SCC(=O)NCc2ccccc2)nnc1C1CC1
  0.0 | 1 | -1 | -8 | 11 | -2 | -11 | 1 | 9
46. Cc1cc(C)n(-c2cc(N3CCN(S(=O)(=O)c4ccc5ccccc5c4)CC3)ccc2[N+](=O)[O-])n1
  -0.4 | -2 | -21 | -9 | 3 | -8 | 14 | 17 | -14
47. Cc1c(NC(=O)CSc2nnc(-c3ccncc3)o2)c(=O)n(-c2ccccc2)n1C
  4.0 | 24 | 5 | 21 | 34 | -11 | -22 | 9 | -7
48. COC(=O)c1c(N)sc(Cc2ccccc2)c1C
  2.4 | 29 | -2 | -2 | 58 | 19 | 10 | 2 | 2
49. Cc1ccc(CN(Cc2ccc(C)o2)C(=S)NCC(=O)O)cc1
  1.2 | 2 | 2 | 1 | 29 | -2 | 6 | 3 | -4
50. COc1ccc(CNC(=O)C(c2cccs2)N(C(=O)c2csnn2)C2CC2)cc1 (stereo not drawn)
  -0.2 | 1 | 3 | -1 | 28 | 9 | 8 | 4 | 0
51. N/C(=N\OC(=O)c1ccc(Cl)cc1Cl)c1ccc(Cl)cc1
  -0.4 | 0 | -2 | -2 | -4 | -10 | 4 | 11 | 2
52. C=CCN1C(C(=O)c2ccccc2)=C(OC(=O)COc2ccccc2)c2ccccc2S1(=O)=O
  / | 4 | 24 | 13 | 45 | 77* | 18 | 5 | -3
53. O=C(O)CS(=O)(=O)CC(=O)NCc1cccc(C(F)(F)F)c1
  -0.9 | -21 | -2 | 8 | 30 | -1 | 9 | 2 | 6
54. CCOC(=O)c1cccc(NC(=O)CCn2nnc3ccccc32)c1
  -0.1 | -3 | -10[fluorescence artefact?] | -4 | 13&-18 | -3 | 1 | 16&9 | 1
55. COc1cc(O)c2c(c1)OC(c1ccc(O)cc1)CC2=O (stereo not drawn)
  0.3 | 31 | 3 | 0 | -3 | 1 | 8 | 22 | 21
56. Cc1onc(-c2ccccc2Cl)c1C(=O)NC(=S)NCc1cccnc1
  1.5 | -15 | -2 | 1 | 4 | -8 | 16 | 3 | 8
57. COc1cc(S(=O)(=O)NC2CCCC2)c(OC)cc1Cl
  -0.3 | 1 | -5 | 4 | -4 | -7 | 6 | 6 | -4

Screens: PubChem, several laboratories

Only part of the results is shown; rates above refer to the full screens.
